mHTT CaM bind: disrupts binding of mutant huntingtin to calmodulin | AlphaScreen His-mHTT/GST-CaM binding, luminescence | inhibition, % at 15 µM | 190,000 tested, 3.6% active | AID 1671202;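 note: 0% = both proteins with DMSO and 100% = one protein alone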
Pf apPOL inh: Pf-apPOL DNA polymerase inhibition. AID 1794808. Recombinant Pf-apPOL, molecular beacon fluorescence, 1.5 h. inhibition, % at 10 µM. 210,000 tested, 0.25% active
* hit, by the source's call; . = no result given; & = joins results of further samples. Cut-off read from the data, not from the text of the source: active = inhibition above about 50%; inactive = the rest. A portion of the library; the hit share may differ from the screen's.

SMILES	mHTT CaM bind	Pf apPOL inh
Cc1cc(C)cc(NC(=O)CN2CCC(C(=O)Nc3ccc(C(N)=O)cc3)CC2)c1	4	-2
Cc1cc(NCC2CCCO2)n2c(nc3ccccc32)c1C#N (configuration not stated)	0	-2
CC(C)CCNC(=O)C1CCCN(c2nnc3c(Cl)cccn23)C1 (configuration not stated)	3	3
O=C1CSC(c2cccc([N+](=O)[O-])c2)N1c1ccccc1 (configuration not stated)	-1	-1
Cc1ccc(/C=C2\N=C(c3ccccc3Cl)OC2=O)o1	16	0
Nc1c(Cl)cc2c(c1Br)C(=O)c1ccccc1C2=O	27	-2
O=C(CCC1CCCCC1)Nc1cccnc1	1	1
OCCN1CCN(CC(O)COC2CCCC2)CC1 (configuration not stated)	0	-4
Cc1nn(-c2ccccc2)nc1CNS(=O)(=O)c1c(C)nn(C)c1C	.	-12
CCNC(=O)C1CCC(c2cccc(C)c2)N(C(=O)C2CC2)C1 (configuration not stated)	3	0
COc1ccc2nc(N3CCC(C(=O)NCCCN4CCCCC4)CC3)sc2c1	0	-4
Cc1ccccc1NC(=O)N(C)Cc1ccsc1	-4	0
Cc1cccc(NC(=O)CN2CCc3ccccc3C2C(=O)N2CCCCC2)c1 (configuration not stated)	12	-1
O=Cc1c(N2CCN(c3cccc(Cl)c3)CC2)nc2ccccn2c1=O	-1	-2
Cn1c(=O)c2c(nc3n2CC(c2ccc(Cl)cc2)=NN3CCO)n(C)c1=O	0	-3
Cc1cccn2c(=O)c3cc(C(=O)Nc4ccc(Cl)c(Cl)c4)sc3nc12	1	-3
COC(=O)c1c(C)nc(C)c(C(=O)OC)c1-c1csc(S(=O)(=O)N=CN(C)C)c1	.	-4
CC(C)(C)C(=O)Nc1ccc(-c2cnc(-c3ccc(NC(=O)C(C)(C)C)cc3)nc2)cc1	-2	1
CCc1ccc2oc(-c3cccc(NC(C)=O)c3)nc2c1	24	-2
CC(C)CNc1cccc2c1S(=O)(=O)N(Cc1cn(Cc3ccc(F)cc3)nn1)Cc1ccccc1O2	-7	-8
O=C(Nc1nc2ccc(Br)cc2s1)c1ccccc1F	3	-6
CCc1ccc(CNC(=O)CN2CCc3ccccc3C2C(=O)N2CCC(C)CC2)cc1 (configuration not stated)	11	-1
Cc1ccccc1NC(=O)NCc1cccs1	.	-8
COc1ccc(-c2nnc(N3CCC(C(=O)NC(C)c4ccc(OC)cc4)CC3)o2)cc1 (configuration not stated)	7	-2
O=C(CN1CCC(c2nc(-c3ccc(F)cc3)no2)CC1)Nc1ccc(F)cc1Cl	3	1
COc1ccc(Cl)cc1N1CCN(C(C)=O)C(C)C1=O (configuration not stated)	2	-2
CC(=O)N1CCN(S(=O)(=O)c2ccc(C)cc2)C1C (configuration not stated)	-3	-3
O=C(Nc1ccc2c(c1)OCO2)c1ccc(F)cc1	-3&-2	-6&-18
COc1ccc(N2CCN(C(=O)c3c(F)cccc3F)CC2)nn1	-1	0
CCC(C)NC(=O)NC1(C(F)(F)F)Oc2ccc(Cl)cc2O1 (configuration not stated)	1	-4
Cc1cc(Cl)ccc1Nc1nc(-c2ccc([N+](=O)[O-])cc2)nc2ccccc12	7	-6
COc1ccccc1CN1CC(C(=O)NC2CC3CCC2C3)CC1=O (configuration not stated)	-8	-7
Cc1cccc(C2CCCN2C(=O)Nc2ccc(C)c(F)c2)c1 (configuration not stated)	-4	0
COc1ccc(C2C(C(=O)Nc3ccc(F)cc3F)=C(C)NC3=C2C(=O)CCC3)c(OC)c1 (configuration not stated)	1&8	-3&-10
CCn1cc(-c2ccc(OC)cc2)cc1C(=O)NC(C)c1cccnc1 (configuration not stated)	40	-2
COc1ccc(/C=C2/N=C(c3cccc(C)c3)OC2=O)cc1OC	3	20
Cc1[nH]c2c(F)cc(F)cc2c(=O)c1I	.	0
CCCNc1cc(N2CCCC(CCC(=O)NC3CCN(C(=O)OCC)CC3)C2)ncn1 (configuration not stated)	1	-4
CC(=O)Nc1ccccc1NC(=O)COc1ccc(C)cc1Br	-4	-4
Cc1ccc2nc(NC(=O)NC3CCCCC3)sc2c1	-4	3
CC(C)(C)C(=O)NCCC1CCN(C(=O)c2ccccc2)CC1	31	1
CCCc1cc(=O)oc2cc(OCc3ccc([N+](=O)[O-])cc3)ccc12	-2&-2	-2&7
N#Cc1ccccc1COc1ccc(C=C2C(=O)c3ccccc3C2=O)cc1	4	-3
Cc1cc(C)cc(N2COc3cc4c(cc3C2)OCO4)c1	53*	1
CCOc1ccc(C2CC(c3cccc(OC)c3)Nc3nc(N)nn32)cc1 (configuration not stated)	2	11
Cc1ccc(SC(=C(Cl)Cl)/C(=C2/NCCO2)[N+](=O)[O-])cc1	-2	-7
O=C(c1ccc(F)cc1F)N1CCN(c2ccc(-c3cccnc3)nn2)CC1	4	-7
CC1CN=C2C=C(N3CCN(C(=O)CCc4ccccc4)CC3)N=CN21 (configuration not stated)	0	-1
Brc1ccc(-c2nc(-c3cccnc3)no2)cc1	-17	.
O=S(=O)(Nc1ccncc1)c1ccc(Br)cc1	-3	.
COC(N=Cc1c(C)[nH]n(-c2ccccc2)c1=O)(OC)OC	-5	-2
O=C(Nc1ccc2ccccc2n1)c1sc2ccccc2c1Cl	.	-1
Cc1ccc(Cl)cc1NC(=O)c1c(F)c(F)c(F)c(F)c1F	-7	-1
CCCC(C(N)=O)C1=NC2(CCCCC2)Cc2ccccc21 (configuration not stated)	-2&-4	-5&-4
CCCCN1C(=O)C(CC(=O)N2CCCCC2)Sc2ncccc21 (configuration not stated)	0	-6
c1cncc(-c2noc(C3CCCCN3Cc3nc(C4CC4)no3)n2)c1 (configuration not stated)	5	-3
Fc1ccc(NC/C=C/c2ccco2)cc1Cl	91*	-2
COc1cc(OC)c(OC)cc1/C=C1\N=C(c2cc(Br)ccc2OC)OC1=O	10	-2
O=c1[nH]c(SCCO)nc2c1cnn2-c1ccc(F)cc1	.	-7
CC(C)CCNC(=O)C1(C)CCC(=O)N1Cc1cccc(Br)c1 (configuration not stated)	-4	1

Laid out differently: results already given
CC(C)(C)C(=O)NCCC1CCN(C(=O)c2ccccc2)CC1
  mHTT CaM bind: 31
  Pf apPOL inh: 1

CCCc1cc(=O)oc2cc(OCc3ccc([N+](=O)[O-])cc3)ccc12
  mHTT CaM bind: -2&-2
  Pf apPOL inh: -2&7

N#Cc1ccccc1COc1ccc(C=C2C(=O)c3ccccc3C2=O)cc1
  mHTT CaM bind: 4
  Pf apPOL inh: -3

Cc1cc(C)cc(N2COc3cc4c(cc3C2)OCO4)c1
  mHTT CaM bind: 53*
  Pf apPOL inh: 1

(further entries)
SMILES	mHTT CaM bind	Pf apPOL inh
O=C(COc1ccc(Cl)cc1)c1ccc(OCc2ccc(Cl)c(Cl)c2)cc1	.	-5
CC(C)CCNC(=O)C1(C)CCC(=O)N1CCc1ccc(S(N)(=O)=O)cc1 (configuration not stated)	-11	-3
O=C(Cc1ccc(Br)cc1)Nc1ccc(S(=O)(=O)N2CCOCC2)cc1	10	-3
OCC(O)COC(c1ccccc1)(c1ccccc1)c1ccccc1 (configuration not stated)	12	-12
Nc1ccccc1C(=O)NCCc1ccccn1	.	4
COc1ccc(-c2c(C)oc3cc(OC(=O)c4ccc([N+](=O)[O-])cc4)ccc3c2=O)cc1	-6	2
O=C(CSC1=Nc2ccccc2C2=NC(Cc3ccccc3)C(=O)N12)c1ccc(O)c(O)c1 (configuration not stated)	57*	1
CN1CCN(C(=O)c2nn3c(C(F)(F)F)cc(-c4ccco4)nc3c2Br)CC1	12	0
Cc1ccc(-n2cc(CCCCCCCCC(=O)O)nn2)cc1	4	-18
O=[N+]([O-])c1c(Cl)cc(O)c2c1C1C=CCC1C(c1ccccc1)N2 (configuration not stated)	75*	3
CCOCCCNC(=O)C1(O)c2cc(Br)ccc2NC(=O)N1c1ccc(CC)cc1 (configuration not stated)	-2	-10
CCOc1ccccc1CN1CCSCC1	-7	-9
CC(=O)N1CCCC2(C1)Nc1cccnc1NC2=NCc1ccccc1 (configuration not stated)	0	-5
O=C(Nc1ccccc1-c1ccccc1)C(Cl)(Cl)Cl	-28	-9
Cc1cc(OCC(=O)Nc2cccc(Br)c2)nc(N2CCCCC2)n1	-19	-2
CC(=O)COc1ccc2c(c1)OC(=Cc1ccc(Cl)cc1)C2=O	7	-2
N#CC1=C(N)NC(SCC(=O)c2ccc(Cl)cc2)=C(C#N)C12CCCCC2	45	3
O=C1CN(C(=O)CCC2CCCC2)C(c2ccc(F)cc2)c2cc(Br)ccc2N1 (configuration not stated)	77*	-3
Cn1cccc1C(=O)N1CCC(Cc2nnc(-c3ccccc3)o2)CC1	24	2
CC(C)(C)C(=O)NC(Nc1cccc2cccnc12)C(Cl)(Cl)Cl (configuration not stated)	1	-11
CCCCOC(=O)Nc1ccc(N(C)C)cc1	44	-4
COc1cc2c(cc1OC)C(c1c[nH]c3ccccc13)NCC2 (configuration not stated)	.	-1
c1ccc(SC(Sc2ccccc2)c2ccccc2)cc1	.	-6
COc1cc(OC)cc(C(=O)N2CCC(C(=O)Nc3cccc(Br)c3)CC2)c1	11	-7
Cc1ccc(S(=O)(=O)N2CCN(c3nc(-c4cccs4)cs3)CC2)cc1	-3	-3
O=c1/c(=C/c2ccccc2Cl)sc2nc(-c3cccs3)nn12	-2	5
CCOc1ccc(/C=C2\CCC(C3CCCC3)C2=O)cc1 (configuration not stated)	-12	0
Cc1cc(=O)n(Cc2ccccc2F)c2cc(OCC(=O)N3CCOCC3)ccc12	0	-6
O=C(Nc1ccc(N2CCN(C3CCCC3)C2=O)nc1)c1cccc(C(F)(F)F)c1	-5	3
CC(C)CC(=O)N1CCc2c(c(-c3nc(Cc4ccccc4)no3)nn2C)C1	-11	-2
CCCC(=O)NC(c1ccccc1)c1ccccc1	-11	3
CCCOc1nccnc1NC1CCN(C(=O)c2ccc(C)nc2)CC1	6	-5
COc1cc(C(=O)NCc2cccs2)cc(OC)c1OC	-4	0
COc1ccc(Oc2c(C)oc3cc(OCC(=O)c4ccc(OC)cc4)ccc3c2=O)cc1	9	-8
COc1ccc(NC(=O)/C(=C/c2ccc(F)cc2)NC(=O)c2ccco2)cc1	3	-2
CC(C)(C)NC(=O)c1ccc(C(=O)NC(C)(C)C)cc1	-4	-4
COc1ccc(NS(=O)(=O)c2cc3c(s2)CCN(C(C)=O)C3)cc1OC	2	-4
O=C(CSc1nc2ccccc2o1)Nc1ccc(Br)cc1	-4	3
Cn1c(SCC(=O)c2ccc(Cl)cc2)nc2ccccc2c1=O	-2	-8
O=c1[nH]c2ccc(S(=O)(=O)Nc3ccc(Br)cc3F)cc2[nH]c1=O	-5	0

Shown with two lines to a compound: entries from further up.
The line under a structure holds: mHTT CaM bind	Pf apPOL inh
> O=Cc1c(N2CCN(c3cccc(Cl)c3)CC2)nc2ccccn2c1=O
    -1	-2
> Cn1c(=O)c2c(nc3n2CC(c2ccc(Cl)cc2)=NN3CCO)n(C)c1=O
    0	-3

Look-ups from above:
In mHTT CaM bind, `O=c1/c(=C/c2ccccc2Cl)sc2nc(-c3cccs3)nn12` is listed with -2
In Pf apPOL inh, `c1ccc(SC(Sc2ccccc2)c2ccccc2)cc1` is listed with -6

(continued)
SMILES	mHTT CaM bind	Pf apPOL inh
COCc1cc(C)nc(SCC(=O)c2ccc(C)cc2C)c1C#N	-12	2
Cc1cc(C)nc(N=C(N)N2CCc3ccccc3C2)n1	-4	8
O=C(NCCc1cscn1)C1CSCN1C(=O)C1CC1 (configuration not stated)	-1	-2
Cc1c(S(=O)(=O)N2CCOCC2)ccc(Cl)c1F	.	-4&-2
CN1CCN(C(=O)c2ccc3ncnc(N4CCCC4)c3c2)CC1	-11	1
COc1ccc(Cl)cc1NC(=O)c1ccc(Br)o1	-14	0
CCS(CC)=NS(=O)(=O)c1ccc([N+](=O)[O-])cc1	.	-6
COc1cc(C)ccc1OCC1CN(C(=O)c2ccccc2C)CCO1 (configuration not stated)	8	-3
COCCNC(=O)Cc1ccc(Br)cc1	-5	-17
CCN1CCn2cc(C(=O)NCc3ccc(F)cc3F)nc2C1	25	-5
COc1ccc(Br)cc1CNC(=O)c1cn(C)c(=O)c2c1c1ccccc1n2C	-3	-3
COc1cccc(CN2CCc3c(cc(C(=O)N4CCOCC4)n3C)C2)c1	39	-1
O=c1oc2ccccc2cc1-c1nnc(Nc2cc([N+](=O)[O-])ccc2F)s1	1	-4
O=C(CS(=O)(=O)c1ccc(F)cc1)Nc1ccccc1-c1nc2ccccc2s1	-10	-8
Cc1ccc(CNC(=O)CN(Cc2ccc(C)cc2)S(=O)(=O)c2ccc(C)cc2)cc1	13	-4
c1ccc(NCCNc2ccccc2)cc1	.	-19
CCOC(=O)CNC(=O)N1CCc2c(c(COCc3cccc(F)c3)nn2C)C1	-4	-6
CCNC(=O)N1CCCC(c2cccc(C(=O)NCC(C)C)c2)C1 (configuration not stated)	-6	-6
Cc1onc(-c2ccccc2)c1C(=O)Nc1cc(Cl)c(Cl)cc1Cl	6	2
O=c1c2ccccc2c(-c2ccccc2)nn1-c1cc(N2CCCC2)ccc1[N+](=O)[O-]	34	0
